Bioassay records: PubChem, several laboratories
PrPC TRFRET: inhibitors of human cell surface prion protein PrPC, primary screen, cell-based, TR-FRET | Major prion protein (Homo sapiens), P04156 | TR-FRET read-out | inhibition, % at 13.8 µM | actives 0.43% (n = 370,000) | AID 720596, 2013; in the data active = inhibition above about 24%; note: 0% = median of the test wells and 100% = reference compound wells
GDH-TPI inh: GDH-TPI coupling enzyme inhibitors, primary screen, artefact control for M. tuberculosis FBA inhibitor project, biochemical, absorbance, full deck. AID 588335, 2011. GDH-TPI coupled enzyme counterscreen, NADH absorbance. actives 1.2% (n = 360,000). inhibition, % at 4.8 µM;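 note: 0% = DMSO wells and 100% = wells lacking the enzyme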
BoNT F protease: BoNT/F light chain protease inhibitors, primary screen, biochemical, flow cytometry, MLPCN library | actives 0.22% (n = 360,000) | AID 588497, 2011 | Botulinum neurotoxin type F light chain protease (Clostridium botulinum) | inhibition, % at 10 µM | Multiplex microsphere protease cleavage assay; in the data active = inhibition above about 35%, passing the limit was not always enough; inconclusive = no clear call, values can overlap the other calls; note: plate controls were buffer without enzyme for full effect and enzyme alone for no effect
Mtb FBA inh: Mtb FBA enzyme inhibitors, primary screen, biochemical, fluorescence, strain H37Rv; actives 2.3% (n = 360,000); inhibition, % at 1 µM; purified M. tuberculosis FBA, fluorescence read-out; Fructose-bisphosphate aldolase (Mycobacterium tuberculosis (strain ATCC 25618 / H37Rv)), …; in the data active = inhibition above about 27%;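 note: 0% = vehicle and 100% = reference inhibitor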
Target sequence (P9WQA3 whole entry, looked up): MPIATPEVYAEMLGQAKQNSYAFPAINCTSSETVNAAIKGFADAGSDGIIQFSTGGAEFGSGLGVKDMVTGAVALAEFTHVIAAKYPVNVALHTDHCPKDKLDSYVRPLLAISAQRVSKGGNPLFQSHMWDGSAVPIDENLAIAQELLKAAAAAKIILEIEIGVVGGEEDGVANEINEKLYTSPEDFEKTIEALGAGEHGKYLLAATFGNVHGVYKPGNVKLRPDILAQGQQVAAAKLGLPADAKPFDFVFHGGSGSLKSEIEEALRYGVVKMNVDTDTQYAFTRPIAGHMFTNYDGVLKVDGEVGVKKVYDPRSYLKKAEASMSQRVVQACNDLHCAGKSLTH
BioA inh: M. tuberculosis BioA enzyme inhibitors, primary screen, biochemical, plate reader, single point, HTS | 7,8-diaminopelargonic acid synthase BioA (Mycobacterium tuberculosis) | purified M. tuberculosis BioA enzyme | inhibition, % at 9.99 µM | actives 0.096% (n = 360,000); in the data active = inhibition above about 40%; inconclusive = no clear call, values can overlap the other calls
FadD28 FP inh: inhibitors of FadD28 bisubstrate probe binding, primary screen, biochemical, fluorescence polarization, single point | Mycobacterium tuberculosis FadD28 fatty-acid-AMP ligase | inhibition, % at 12.5 µM | actives 0.22% (n = 360,000) | AID 588549, 2011; in the data active = inhibition above about 8.5%, passing the limit was not always enough; inconclusive = no clear call, values can overlap the other calls
CCHFV vOTU inh: CCHFV vOTU protease inhibitors, primary screen, biochemical, Pep-AMC substrate, fluorescence; Crimean-Congo hemorrhagic fever virus L polyprotein viral ovarian tumor (vOTU) protease …; AID 651958, 2012; inhibition, % at 11.5 µM; actives 0.55% (n = 370,000); note: 0% = vehicle wells with enzyme and 100% = no enzyme wells
BoNT A protease: BoNT/A light chain protease inhibitors, primary screen, biochemical, flow cytometry, MLPCN library. inhibition, % at 10 µM. actives 0.17% (n = 360,000). Botulinum neurotoxin type A light chain protease (Clostridium botulinum A str. ATCC 3502). multiplex microsphere protease substrate cleavage. AID 588499, 2011; in the data active = inhibition above about 30%; inconclusive = no clear call, values can overlap the other calls; note: plate controls were buffer without enzyme for full effect and enzyme alone for no effect
UGM FP inh: M. tuberculosis UGM enzyme inhibitors, primary screen, biochemical, fluorescence polarization, single point; purified UGM, fluorescence polarization probe displacement; inhibition, % at 10 µM; actives 0.06% (n = 320,000); AID 504406, 2011; in the data active = inhibition above about 10%, passing the limit was not always enough; inconclusive = no clear call, values can overlap the other calls
Target sequence (P9WIQ1 whole entry, looked up): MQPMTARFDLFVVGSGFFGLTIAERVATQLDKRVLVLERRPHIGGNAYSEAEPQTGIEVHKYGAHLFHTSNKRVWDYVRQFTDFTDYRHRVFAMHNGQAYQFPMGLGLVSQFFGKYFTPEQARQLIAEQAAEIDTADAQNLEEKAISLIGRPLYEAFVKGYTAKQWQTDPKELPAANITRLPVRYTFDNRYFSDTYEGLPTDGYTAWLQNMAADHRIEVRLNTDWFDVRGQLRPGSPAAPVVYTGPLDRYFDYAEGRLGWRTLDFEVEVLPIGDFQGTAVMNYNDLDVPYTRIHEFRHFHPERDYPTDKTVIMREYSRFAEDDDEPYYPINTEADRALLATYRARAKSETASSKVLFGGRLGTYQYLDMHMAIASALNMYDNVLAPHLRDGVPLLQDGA
Starred values were filed as active, the others as inactive; ? = inconclusive; . = not tested or not shown; & = joins results of further samples. Cut-off read from the data, not from the text of the source, unless noted: active = inhibition above about 30%; inactive = the rest.

structure,PrPC TRFRET,GDH-TPI inh,BoNT F protease,Mtb FBA inh,BioA inh,FadD28 FP inh,CCHFV vOTU inh,BoNT A protease,UGM FP inh
O=C(Cn1sc2ccccc2c1=O)Nc1ccccc1,0.3,0.5,-3.3,-0.8,-3.3,-0.1,-8.4,11.0,.
CCN1C(=O)N[C@@H](c2ccc(Br)cc2)C(C(C)=O)=C1C,2.0,10.1,-5.1,-2.0,-0.6,-2.8,1.2,-0.5,-1.2
CC(=O)[C@@]1(O)C(C)CC2C3C=C(C)C4=Cc5c(cnn5-c5ccccc5)C[C@]4(C)C3C(O)C[C@@]21C (stereo partly drawn),5.8,4.6,16.0,3.8,0.6,-1.2,3.5,3.7,-0.9
CC(C)(C)c1[nH]ncc1[N+](=O)[O-],5.2,8.4,-5.6,-4.8,.,0.6,6.2,-0.6,0.1
CCOc1cc(C2NC(=O)N(C)C(C)=C2[N+](=O)[O-])ccc1OC(C)=O (stereo not drawn),-17.2,3.1,-2.5,-0.7,.,-1.8,15.2,-1.4,1.3
Cc1ccc(C)c(OCc2nc3ccc(S(=O)(=O)Nc4c(C)n(C)n(-c5ccccc5)c4=O)cc3[nH]2)c1,5.3,3.8,-2.9,-1.2,1.8,-3.6,9.9,-0.1,4.7
CCCCn1c(N)c(NCCC)c(=O)[nH]c1=O,4.6,-2.6,2.2,6.0,-0.6,-1.7,-8.0,0.4,0.8
CCOC(=O)c1[nH]cnc1C(=O)Nc1ccc(F)cc1,1.1,1.6,-3.1,0.3,.,1.6,-6.9,0.7,-4.3
O=C(Nc1cccc(F)c1)Nc1ccnn1C1CCN(C(=O)CCN2CCCO2)CC1,3.1,-2.1,-4.9,-1.7,1.0,-1.3,-3.0,-1.4,2.8
COc1ccc(CN2CCN(S(=O)(=O)c3ccc(NC(C)=O)cc3)CC2)cc1OC,5.7,9.2,-4.0,2.8,0.3,-1.8,-10.4,-0.9,-0.3
CN1C(=O)[C@H]2[C@@H](c3ccccc3)N[C@]3(CCCN(Cc4ccc(F)cc4)C3=O)[C@H]2C1=O,-2.0,-1.4,-7.5,1.1,-0.7,0.7,-0.3,-0.5,.
CCOc1ccccc1OCCC(=O)N1CCN(S(=O)(=O)c2ccccc2[N+](=O)[O-])CC1,-9.5,4.1,17.4,1.3,-0.9,-1.9,2.5,6.9,-2.5
Cc1nn(-c2ccccc2)c(Cl)c1/C=N/NC(=O)c1ccco1,4.0,3.4,2.3,1.0,5.2,-5.6,16.4,-0.7,-0.1
Cc1c(C(=O)N2CCCC(C)(C(=O)NS(=O)(=O)C3CC3)C2)oc2ccccc12 (stereo not drawn),0.0,6.2,-12.0,3.1,-2.1,-1.7,-1.6,-1.0,.
O=C(COC(=O)Cn1cnc2ccccc21)Nc1ccccc1C(F)(F)F,12.9,10.4,-0.9,3.3,-1.7,-0.9,2.8,0.4,1.3
O=C(N/N=C1\CCc2ccccc21)c1ccccc1O,4.1,26.1,-6.4,5.0,.,-2.9,15.1,-0.5,0.9
O=C(NNC1CC(=O)N(c2ccccc2)C1=O)c1cccnc1 (stereo not drawn),-0.8,-2.6,-1.8,1.6,.,-3.4,-8.9,0.9,0.7
CC(=O)c1ccc(OCC(O)COc2ccc(C(C)=O)cc2)cc1,3.8,1.6,-6.9,3.9,5.9,1.6,-12.5,-1.8,2.5
Clc1cccc(-c2nc(NCCCN3CCOCC3)c3ccccc3n2)c1,-3.3,2.6,-2.0,3.5,1.0,-2.7,12.2,-1.0,-1.6
CCOC(=O)C1=CCN(S(=O)(=O)c2ccc(Cl)cc2)C1c1ccccc1 (stereo not drawn),7.4,.,-12.3,1.3,-2.1,-1.1,13.7,-0.5,.
CC1=C(CC[C@@H](C)CO)OC2CC3C4CCC5CC(O)CCC5(C)C4CC(=O)C3(C)C12 (stereo partly drawn),-2.5,0.7,6.2,-0.5,-0.7,-2.0,2.3,0.4,-1.8
CCn1cc(C(=O)N[C@H](C(=O)NCCO)C(C)C)c(=O)c2cc3c(cc21)OCO3,0.1,13.6,-2.1,6.5,-1.1,-1.5,-8.3,-0.5,-1.0
CCC1(C)N(O)C(C)(C)C(c2ccc(F)cc2)=[N+]1[O-] (stereo not drawn),-5.8,2.9,-9.1,-5.9,0.0,-0.9,1.1,0.6,0.4
NC(=O)C1CCN(c2ccc(C(F)(F)F)cn2)CC1,10.4,2.2,0.4,2.0,.,-1.7,-12.3,0.4,2.1
COc1ccccc1CCC(=O)OCC(=O)NC1CC1,2.9,-3.5,-10.5,-0.4,-0.5,0.1,11.3,-0.5,2.2
Cc1csc2ncc(C(=O)N3CCc4ccccc43)c(=O)n12,-1.8,51.9*,-11.6,4.8,-3.5,1.0,12.5,-0.8,-2.2
CCOC(=O)C1(Cc2ccc(OC)cc2)CCN(C(=O)c2cccc3nccnc23)CC1,8.8,5.2,-1.8,4.6,.,-1.0,3.6,0.6,0.5
Cc1ccc(C(=O)Nc2ccc3c(c2)OCO3)cc1Cl,3.0,1.0,-7.9,-1.2,0.8,0.0,5.1,-6.2,0.2
Cc1nc2nc[nH]n2c(=O)c1NC(=O)c1c(-c2ccccc2Cl)noc1C,5.1,-0.8,-7.1,0.9,-0.7,-0.6,-2.4,-0.2,.
COc1ccc(CCN2CC(C(=O)NCC3(O)CCCCC3)CCC2=O)cc1 (stereo not drawn),-3.0,1.7,-0.5,2.5,0.3,.,5.9,-2.9,-2.8

(cont.)
structure,PrPC TRFRET,GDH-TPI inh,BoNT F protease,Mtb FBA inh,BioA inh,FadD28 FP inh,CCHFV vOTU inh,BoNT A protease,UGM FP inh
Cc1ccc2nc(-c3cccc(SC4CCCCC4)c3)c(NC3CCCCC3)n2c1,9.1&4.4,-0.5,-7.8&-3.5,5.0,0.1,-0.2,11.7&0.7,-0.3&-0.2,.
CCC(C(=O)OCC(=O)Nc1ccc(OC)cc1OC)c1ccccc1 (stereo not drawn),9.2,-1.6,-2.3,3.5,.,-2.6,-1.1,-1.3,-1.6
CC12CCC(c3c(C(=O)O)nn(-c4ccccc4)c31)C2(C)C (stereo not drawn),4.0,6.6,-6.0,-0.2,.,-3.5,-19.1,0.7,-3.8
Cc1ccc(C(=O)N/C(=C\c2ccco2)C(=O)NCCN2CCOCC2)cc1C,1.1,7.0,?,1.7,-1.2,2.2,-5.3,-0.7,2.5
COc1ccccc1C1C(C(N)=O)=C(C)Nc2nc(-c3ccccc3Cl)nn21 (stereo not drawn),-3.9,-3.0,-6.8,2.3,-0.6,-3.7,17.9,-0.6,-3.6
O=C(N=C1SC2CS(=O)(=O)CC2N1c1cccc(Cl)c1)C1CCCO1 (stereo not drawn),11.6,-15.2,2.3,-8.6,-2.3,-4.0,6.7,-0.5,-1.9
CC(=O)N1CCc2cc(S(=O)(=O)NCCC(=O)NC3CCCc4ccccc43)ccc21 (stereo not drawn),-1.4,-13.7,21.1,0.8,3.6,-1.6,-2.2,1.1,-1.2
Cc1ccc(S(=O)(=O)N(C)C[C@H]2OCc3cnnn3CCCC(=O)N([C@H](C)CO)C[C@H]2C)cc1,-11.6,3.3,-4.6,2.1,-2.2&-1.6&-0.7,-0.1,5.1,0.3,.
Cc1cc([N+](=O)[O-])nn1CC(=O)Nc1cccc2nonc12,-18.4,-8.5,-3.5,-1.1,-0.2,-0.6,-3.4,-1.7,1.2
Cc1cccc(NC(=O)Nc2cc(C)on2)c1,-0.6,-12.0,0.0,-9.2,-2.5,-4.1,7.5,0.3,-0.6
COc1cccc(NC(=S)Nc2cc(C(=O)O)ccc2N2CC3CC(C2)c2cccc(=O)n2C3)c1 (stereo not drawn),1.9,-1.3,-0.7,1.4,.,-0.7,0.1,-0.6,-0.8
CCOC(=O)Cn1cc(C(=O)C(=O)N2CCOCC2)c2ccccc21,3.7,19.6,5.3,1.0,-0.5,-0.3,-6.4,6.5,-1.6
CCC(=O)Nc1cc(C(=O)OCC(=O)c2ccccc2Cl)ccc1C,-4.0,-7.0,-4.1,2.1,.,-3.3,0.5,-1.4,2.7
O=C(NC(=S)Nc1ccccn1)c1ccccc1,3.8,0.9,-3.8,5.2,1.6,-4.5,-8.7,-3.0,2.0
CCOC(=O)Nc1cc(C)c(Cl)cc1OC,5.4,-10.0,4.0,-0.9,-1.7,-4.8,2.4,0.8,-2.2
O=c1c2ccccc2nc2n1CCC2,-1.3,10.5,-33.8,-1.6,.,2.1,12.6,-5.8,3.3
c1cncc(-c2nc3ccccc3[nH]2)c1,-3.4,10.5,4.9,4.4,.,0.0,-3.2,0.4,0.2
COC(=O)[C@@H](Cc1c[nH]c2ccccc12)NC(=O)c1cc(=O)[nH]c2ccccc12,2.1,11.1,6.1,2.9,0.9,-0.3,1.7,0.1,-2.0
COc1ccc2nc3ccccc3nc2c1N,-37.0,1.5,-29.3,2.3,-3.0,-1.9,2.3,-3.2,2.7
Cc1ccc2nc(-c3cccc(Br)c3)c(Cc3ccccc3)n2c1,4.0,.,3.0,6.0,2.8,-7.3,13.8,2.6,.
Cc1cccc(C)c1NC(=O)C(=O)c1cn(C)c2ccccc12,-5.4,11.0,4.5,-2.8,-1.6,0.8,9.2,0.2,1.0
CCOC(=O)c1c(CSc2ccccc2)n(C)c2ccc(O)c(CN3CCN(C)CC3)c12,-9.4,2.0,-2.4,0.4,.,-3.7,-1.6,-0.4,-0.5
COc1ccc(NCC(O)COc2ccc(C(C)(C)C)cc2)cc1 (stereo not drawn),4.9,-14.6,-5.2,-1.1,.,-4.0,23.0,-1.6,2.8
CCO/C=C1\SC(=S)N(c2ccc(Cl)cc2)C1=O,1.5,22.8,.,-1.8,0.3,-1.5,3.7,.,-2.0
CN(CC(=O)Nc1ccc(Cl)c(C(F)(F)F)c1)C(=O)CCN1C(=O)C2CCCCC2C1=O (stereo not drawn),-8.3,1.1,-14.9,1.1,2.9,-2.3,11.8,-5.7,-1.4
Cc1ccc(S(=O)(=O)Nc2ccc(C(OC(=O)c3ccccc3[N+](=O)[O-])(C(F)(F)F)C(F)(F)F)cc2)cc1,6.2,7.3,7.0,-2.9,-1.5,-1.3,-5.7,1.2,1.5
Cc1ccc(CNc2nc(Cl)c(C#N)s2)cc1,2.8,1.2,-0.9,-3.1,.,-6.0,6.4,-0.3,2.5
COc1cccc(/C=C/c2[nH]c(=O)[nH]c(=O)c2[N+](=O)[O-])c1O,-16.1,14.0,12.3,-4.6,.,-0.6,-3.5,0.7,2.2
OCCNc1cnc2ccccc2n1,-0.7,11.0,7.1,26.7,-1.4,-0.5,-20.3,0.3,1.9

2 of the compounds above, with each value named.
c1cncc(-c2nc3ccccc3[nH]2)c1
  PrPC TRFRET: -3.4 | GDH-TPI inh: 10.5 | BoNT F protease: 4.9 | Mtb FBA inh: 4.4 | BioA inh: . | FadD28 FP inh: 0.0 | CCHFV vOTU inh: -3.2 | BoNT A protease: 0.4 | UGM FP inh: 0.2
COc1cccc(NC(=S)Nc2cc(C(=O)O)ccc2N2CC3CC(C2)c2cccc(=O)n2C3)c1 (stereo not drawn)
  PrPC TRFRET: 1.9 | GDH-TPI inh: -1.3 | BoNT F protease: -0.7 | Mtb FBA inh: 1.4 | BioA inh: . | FadD28 FP inh: -0.7 | CCHFV vOTU inh: 0.1 | BoNT A protease: -0.6 | UGM FP inh: -0.8
